ELG1 repair inh – ELG1-dependent DNA repair inhibition | HEK293T ELG1-luciferase reporter, luminescence, 16 h; DNA damage induced by 5-fluorouridine | 2.3% of 330,000 active | Potency, µM (titrated, usually from 46.1 µM), without a hit: at the highest dose activity change, negative = inhibition, usual class: inhibitors; also: potency is read from the fitted curve at half-maximal effect; % is scaled to controls: 0 for no effect and ±100 for the full control effect; nearly all actives have a fitted effect of over 55% in size
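Overnight (16 hr) co-exposure of 2,000 cells/well to 5-fluorouridine and compound at 37 °C preceded detection. Luciferase was quantified via ONE-Glo luminescence; loss of signal denotes inhibition.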
p53 reactivation – mutant p53 re-activation in reporter cells; H1299 p53-A138V BP100-luciferase reporter, luminescence, 24 h; Potency, µM (series often up to 92.2 µM), for the others: top-dose activity change, positive = activation, hits mostly activators; 0.063% of 320,000 active; also: potency is read from the fitted curve at half-maximal effect; % of control where 0% means no effect; nearly all actives have a fitted effect of over 45% in size
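p53-null H1299 cells stably carrying temperature-sensitive p53-A138V and a BP100-luciferase reporter were pinned with compounds (4-point, 1:5 series) and held 24 hrs at 37 deg C. Luminescence was read 10 min after detection reagent.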
RORgamma inh – inhibitors of mouse ROR gamma transcriptional activity; P51450; Drosophila S2 Gal4-RORgamma UAS-luciferase reporter, 20 h; Potency, µM (series often up to 53.6 µM), inactives show at the top dose activity change, negative = inhibition, hits mostly inhibitors; 5.4% of 310,000 active; also: potency is read from the fitted curve at half-maximal effect; % is scaled to controls: 0 for no effect and ±100 for the full control effect; nearly all actives have a fitted effect of over 60% in size
Target sequence (P51450 whole entry, looked up, the tested form may be a part): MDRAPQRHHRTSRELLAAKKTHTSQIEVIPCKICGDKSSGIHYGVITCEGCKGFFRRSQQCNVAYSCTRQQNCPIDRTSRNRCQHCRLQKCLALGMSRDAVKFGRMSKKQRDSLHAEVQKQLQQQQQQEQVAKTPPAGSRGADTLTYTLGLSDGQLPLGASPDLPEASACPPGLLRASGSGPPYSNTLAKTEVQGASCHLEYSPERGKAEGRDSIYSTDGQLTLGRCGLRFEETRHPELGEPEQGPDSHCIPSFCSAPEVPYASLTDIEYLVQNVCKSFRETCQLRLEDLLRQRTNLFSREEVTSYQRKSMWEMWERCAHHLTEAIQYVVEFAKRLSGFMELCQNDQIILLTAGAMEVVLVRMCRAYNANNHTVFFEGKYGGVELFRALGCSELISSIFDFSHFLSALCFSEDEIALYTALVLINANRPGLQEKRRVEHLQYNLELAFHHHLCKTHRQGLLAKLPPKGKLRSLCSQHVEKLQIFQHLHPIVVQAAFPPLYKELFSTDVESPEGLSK
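Drosophila Schneider cells stably carrying a metallothionein-driven Gal4 DBD–ROR gamma fusion and a UAS-Photinus luciferase reporter were exposed to compound for 1 hr, then induced with copper sulfate (700 uM final) for 20 hr at ambient temperature before luminescence reading.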
BRCA1 expr up – activators of BRCA1 expression; AID 624202; Potency, µM (series often up to 46.1 µM), inactives show at the top dose activation, most hits filed as activators; 1.1% of 380,000 active; MCF7-BRCA1-FFLuc reporter, luminescence, 48 h; response scale: scaled: vehicle 0%, 10 µM genistein 100%; also: potency is read from the fitted curve at half-maximal effect; nearly all actives have a fitted effect of over 80% in size; some results filed as inactive show a strong effect at the top dose
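MCF7-BRCA1-FFLuc cells, 2000/well in phenol-red-free MEM, attached 2 h then treated 48 h at 37 C. Luciferase luminescence read 15 min after reagent; normalized to genistein maximum activation (10microM) and DMSO, concentration-response fitted.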
Rab9 promoter act – activates the Rab9 promoter | AID 485297 | 2.8% of 320,000 active | Huh7 Rab9 promoter-luciferase reporter, luminescence, 24 h | Potency, µM (top dose mostly 9.22 µM), for inactives: top-dose activation, negative = inhibition, usual class: activators; also: potency is read from the fitted curve at half-maximal effect; % of control where 0% means no effect; nearly all actives have a fitted effect of over 60% in size
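Huh7 cells stably carrying a Rab9 promoter-luciferase reporter, 1500 cells per well in OP-MEM I with 10% FBS, treated with compound 24 hours at 37C. Luciferase activity read by luminescence after 10 minutes with Amplite reagent.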
ELG1 genotox – induces genotoxicity in HEK293T cells with luciferase-tagged ELG1; Potency, µM (titrated, usually from 46 µM), without a hit: top-dose activity change, positive = activation, hits mostly activators; 1.3% of 330,000 active; HEK293T ELG1-luciferase reporter, luminescence, 16 h; also: potency is read from the fitted curve at half-maximal effect; % of control where 0% means no effect; nearly all actives have a fitted effect of over 60% in size
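HEK293T cells expressing luciferase-tagged ELG1 were treated with compound or DMSO for 16 hr at 37°C. Luciferase activity was then read after 30 min with ONE-Glo at room temperature; rising signal flags genetic stress.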
NPC1 promoter act – activates the NPC1 promoter. AID 485313. Potency, µM (doses to about 9.22 µM), inactives show at the top dose activation, usual class: activators. Huh7 NPC1 promoter luciferase reporter, 24 h. 2.4% of 320,000 active;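 also: potency is read from the fitted curve at half-maximal effect; % of control where 0% means no effect; nearly all actives have a fitted effect of over 60% in size; reporter is driven by a mutant NPC1 promoter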
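Luciferase expression driven by the NPC1 promoter was measured in stably transfected Huh7 cells after a 24 h compound incubation, using a luciferase reagent and a luminescence read.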
Tb PFK inh – blocks T. brucei phosphofructokinase | 0.17% of 330,000 active | AID 485367 | O15648 | Potency, µM (top dose mostly 57.5 µM), inactives show top-dose activity, negative = inhibition, actives largely listed as inhibitors | T. brucei PFK, ADP-Glo luminescence;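 also: potency is read from the fitted curve at half-maximal effect; 0% = uninhibited 1x PFK enzyme wells and -100% = no-enzyme wells; nearly all actives have a fitted effect of over 60% in size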
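In TEA buffer at pH 8.0 with 5 mM MgCl2, enzyme (1.25 nM) converted F6P (0.5 mM) and ATP (0.1 mM) for 45 min at room temperature. ADP product was read by luciferase luminescence.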
Gal4-VP16 FLuc – counter-screen for ROR gamma inhibitors: Gal4-VP16 reporter; AID 2546; Drosophila S2 Gal4-VP16 UAS-luciferase, luminescence, 20 h; 3.5% of 310,000 active; Potency, µM (top dose mostly 53.6 µM), for the others: at the top dose activity, negative = inhibition, usual class: inhibitors;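 also: Gal4-VP16 expression switched on by copper sulfate through the metallothionein promoter; potency is read from the fitted curve at half-maximal effect; % is scaled to controls: 0 for no effect and ±100 for the full control effect; nearly all actives have a fitted effect of over 50% in size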
FLuc counter – inhibits or activates purified firefly luciferase, miR-21 counter-screen; P08659; purified FLuc, Km substrates, luminescence inhibition; Potency, µM (doses to about 57.5 µM), without a hit: at the top dose activity change, negative = inhibition, hits mostly inhibitors; 6.9% of 360,000 active;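 also: potency is read from the fitted curve at half-maximal effect; plate controls were vehicle for no effect and reference inhibitor for full effect; nearly all actives have a fitted effect of over 55% in size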
Target sequence (P08659 whole entry, looked up): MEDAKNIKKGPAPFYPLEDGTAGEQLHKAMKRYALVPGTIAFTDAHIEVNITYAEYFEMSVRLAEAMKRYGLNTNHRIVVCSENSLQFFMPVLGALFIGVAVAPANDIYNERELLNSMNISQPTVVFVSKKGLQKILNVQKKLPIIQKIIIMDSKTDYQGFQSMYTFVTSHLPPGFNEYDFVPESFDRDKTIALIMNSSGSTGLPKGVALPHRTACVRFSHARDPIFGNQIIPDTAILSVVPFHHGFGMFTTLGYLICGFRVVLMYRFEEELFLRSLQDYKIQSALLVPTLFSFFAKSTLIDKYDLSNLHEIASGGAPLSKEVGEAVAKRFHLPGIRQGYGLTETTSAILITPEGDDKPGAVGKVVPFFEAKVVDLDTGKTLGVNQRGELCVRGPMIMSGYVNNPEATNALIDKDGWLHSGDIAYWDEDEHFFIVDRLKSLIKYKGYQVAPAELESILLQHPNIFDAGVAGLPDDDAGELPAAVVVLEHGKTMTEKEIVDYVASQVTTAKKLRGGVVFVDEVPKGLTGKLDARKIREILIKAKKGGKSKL
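Purified P. pyralis luciferase, 10 nM final, with Km-level 10 uM D-luciferin and 10 uM ATP in 50 mM Tris acetate pH 7.5, 10 mM Mg acetate, 0.01% Tween-20, 0.05% BSA; 6-point qHTS titration about 60 µM downward; luminescence read.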
TRPV1 agonist – activates the human vanilloid receptor TRPV1; TRPV1-expressing cells, Fluo-8 calcium influx, agonist mode; activation, % at 8.33 µM; 0.19% of 320,000 active; AID 540275; in the data active = activation above about 80%; inconclusive = between about 30% and that limit; also: 0% is about no effect
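Cells expressing TRPV1 were dye-loaded with Fluo-8 and read kinetically: 10 s baseline, 3 min after compound (agonist portion), then 2 min after EC20 capsaicin (allosteric enhancer portion). Calcium-bound dye fluorescence at 480/520 nm.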
The depositor's hits bear a star; ? = inconclusive; . = no result given; [ ] = remark or other dose. Unless noted, calls follow the shape of the dose curve; as a rule, active = well fitted curve in the direction sought with a large enough effect; inconclusive = small, poorly fitted or top-dose-only effect, or another doubt; inactive = no such curve, though single readings can be large; an effect the other way counts as inactive or inconclusive.

SMILES	ELG1 repair inh	p53 reactivation	RORgamma inh	BRCA1 expr up	Rab9 promoter act	ELG1 genotox	NPC1 promoter act	Tb PFK inh	Gal4-VP16 FLuc	FLuc counter	TRPV1 agonist
COCCNC(=O)CSCc1c(F)cccc1Cl	16.7%	4.3%	8.3%	27.0%	-1.9%	0.6%	-0.6%	1.0%	9.4%	2.7%	1.0
Cc1cccn2c(=O)nc(SCC(=O)NCc3ccccc3)nc12	15.1%	0.9%	.	13.6%	-4.4%	-0.3%	-2.9%	-2.7%	.	5.8%	0.5
Cc1ccc(N2C(=O)CN(Cc3sccc3C)C2=S)cc1C	4.3%	-3.4%	3.8%	-35.4%	-15.3%	0.7%	1.9%	10.0%	-1.5%	-15.5%	28.0
O=C(c1ccc2c(c1)OCO2)N(c1ccc(Cl)cc1)C1C=CS(=O)(=O)C1 (configuration not stated)	2.3%	0.5%	6.3%	0.4%	-0.9%	-2.3%	-0.5%	-1.0%	-0.3%	2.2%[2.3 µM]	2.3
Cc1cc(NC(=O)c2ccco2)no1	?	14.1%	-39.7%	57.3%	3.5%	14.2%	10.9%	1.0%	1.4%	-6.6%	-4.2
Cc1cc(C)cc(NC(=O)C2CCN(S(C)(=O)=O)CC2)c1	0.0%	.	-0.5%	-16.3%	3.5%	-0.1%	-2.8%	1.2%	1.5%	3.4%	-0.9
O=C(CCCCCN1C(=O)c2ccccc2C1=O)Nc1ccccc1F	-14.1%	-1.5%	3.0%	-0.7%	-2.1%	-1.1%	1.3%	-1.0%	0.7%	1.0%	0.4
O=C(O)/C=C\C(=O)Nc1cccc(NC(=O)c2ccccc2)c1	5.1%	1.7%	14.2%	-9.5%	-6.4%	0.1%	-2.3%	-17.6%	-8.4%	?	4.4
O=C1c2ccccc2C(=O)N1/N=C/c1ccc(O)c(O)c1	-4.9%	14.4%	-23.1%	-8.2%	-4.2%	3.3%	-3.7%	-11.6%	-8.4%	?	-0.5
CCNC(=O)/C(C#N)=C/c1c(N2CCN(c3cccc(Cl)c3)CC2)nc2c(C)cccn2c1=O	-11.7%	0.3%	-1.8%	-19.9%	-1.9%	-1.2%	3.5%	0.3%	0.1%	1.4%	-8.2
CCS(=O)(=O)N1CCC(C(=O)O)CC1	-3.4%	8.4%	-23.7%	-3.8%	0.0%	0.3%	1.0%	0.9%	-6.2%	-1.0%	-0.2
COc1cc2c(C#CCO)c(-c3ccc(C#N)cc3)oc(=O)c2cc1OC	17.0%	3.0%	.	0.0%	.	-2.0%	.	6.5%	.	.	.
COc1cc(/C=C(\C#N)C(=O)NCC2CCCO2)ccc1OCC(=O)O (configuration not stated)	7.7%	1.5%	-21.9%	2.8%	1.9%	0.6%	-1.1%	7.5%	3.5%	-4.9%	2.4
O=C(Cc1cccs1)N1CCN(c2ccc([N+](=O)[O-])cc2)CC1	?	-2.5%	?	0.0%	1.6%	8.7%	-0.5%	-7.6%	7.1%	2.1%	?
Cc1ccc(C)c(S(=O)(=O)N2CCN(C(=O)[C@H](C)N3C(=O)C4CC=CCC4C3=O)CC2)c1 (some centres not stated)	2.3%	-6.3%	.	0.4%	-3.6%	-0.4%	-10.9%	1.2%	.	6.5%	-3.2
COC(=O)c1ccc(C)c(NC(=O)Cc2coc3cc(OC)ccc23)c1	?	-4.3%	-11.6%	-1.1%	2.3%	-0.4%	0.3%	-0.9%	-5.0%	0.9%	3.0
COc1ccc(S(=O)(=O)Cc2ccccc2)cc1N	4.5%	21.6%	?	-63.5%	1.8%	17.7%	-1.8%	-3.7%	8.9%	1.0%	-1.8
C/C(=N\N1CCN(Cc2ccc(Cl)cc2)CC1)c1ccc([N+](=O)[O-])cc1	16.4µM*	1.3%	?	-7.8%	-19.1%	-4.8%	-3.8%	1.1%	?	0.3%	-1.0
O=C(O)c1nc(-c2ccccc2)n(-c2ccc(Cl)cc2)n1	1.3%	1.6%	1.2%	-6.9%	-4.3%	0.1%	-5.7%	0.8%	-8.4%	6.0%	2.1
Cn1cccc1/C=N/NC(=O)c1cccs1	?	13.6%	?	?	?	?	?	-4.8%	?	15.1µM*	4.2
c1ccc(-c2noc(-c3cccc4ccccc34)n2)nc1	?	.	?	-15.2%	27.9%	?	?	1.6%	10µM*	0.757µM*	14.2
COc1cc(NC(=O)COC(=O)CC2CC3CCC2C3)cc(OC)c1 (configuration not stated)	?	5.3%	.	5.4%	.	0.4%	.	-1.5%	.	.	.
Cc1cccc(OCC2=N/C(=C\N(C)C)C(=O)O2)c1	?	8.1%	23.8%	73.2%	9.7%	2.7%	-2.5%	2.7%	-1.3%	-2.0%	-0.5
CC(=O)c1sc(NC(=O)c2cccc3ccccc23)nc1C	?	19.5%	?	-18.0%	10.3%	?	-0.3%	2.0%	-18.7%	-17.7%	-4.3
O=C(COc1nc2ccccc2nc1N1CCOCC1)NCC(F)(F)F	11.9%	0.0%	-1.4%	-9.2%	1.9%	0.5%	-1.6%	-8.7%	-6.3%	6.8%	0.8
CCN(CC)S(=O)(=O)c1ccc(OC)c(NC(=O)c2ccc3c(c2)OCO3)c1	?	-6.2%	12.0%	-14.3%	-1.0%	-2.8%	-7.8%	1.7%	-17.0%	-6.1%	-0.6
Cn1c(SCC(=O)NC(=O)NCc2ccco2)nnc1-c1ccccc1	-0.7%	15.3%	3.5%	-3.0%	0.5%	-0.5%	-0.3%	?	-2.9%	-0.8%	0.5
N#CCOc1ccccc1P(=O)(c1ccccc1)c1ccccc1	-2.4%	-4.1%	20.0%	-13.5%	-10.2%	-1.4%	0.8%	-0.7%	-22.0%	2.4%	-1.1
CCOC(=O)N[C@H](Cc1c[nH]c2ccccc12)C(=O)NC1CC1	0.0%	2.8%	10.2%	-14.6%	-1.1%	-1.1%	-1.2%	-4.3%	-8.8%	0.4%	-9.6
O=C1CNC(=S)N1CCCn1ccnc1	2.1%	-2.9%	0.8%	5.6%	-3.9%	2.7%	-3.8%	0.4%	4.1%	-0.4%	13.0
CCOc1ccc(-n2c(SCC(=O)Nc3ccc4c(c3)OCO4)nc3ccccc3c2=O)cc1	0.0%	-1.0%	22.2%	0.0%	-3.7%	1.2%	-0.7%	-4.0%	-19.9%	4.2%	2.5
Cc1nc2c(nnn2Cc2ccccc2)c(=O)n1-c1ccccc1	-2.5%	-6.5%	20.9%	15.3%	3.9%	0.3%	-1.1%	0.3%	1.3%	3.9%	.
Cc1noc(C)c1CSCC(=O)OCC(=O)NC1CCCCC1	-3.6%	2.9%	-19.3%	-6.2%	1.6%	-2.0%	3.1%	1.0%	0.5%	0.1%	-2.4
COc1ccc(S(=O)(=O)N2CCc3ccccc32)cc1C(=O)NCc1ccco1	-26.2%	-6.9%	.	-7.3%	-3.3%	-0.3%	-4.0%	0.5%	.	0.7%	2.5
CCC(O)c1nc2ccccc2n1CCc1ccccc1 (configuration not stated)	13.5%	1.6%	-29.1%	9.4%	-3.6%	-3.6%	10.3%	10.1%	2.8%	-1.6%	19.7
O=C(Nc1ccc(Br)cc1)c1cccnc1N1CCOCC1	10.3%	-3.8%	11.3%	-3.1%	-13.4%	-4.3%	-4.4%	0.2%	0.3%	2.1%	1.4

Limited to ELG1 genotox and FLuc counter, for 2 of the compounds above:
Structure,ELG1 genotox,FLuc counter
Cc1nc2c(nnn2Cc2ccccc2)c(=O)n1-c1ccccc1,0.3%,3.9%
CCC(O)c1nc2ccccc2n1CCc1ccccc1 (configuration not stated),-3.6%,-1.6%

More compounds follow:
SMILES	ELG1 repair inh	p53 reactivation	RORgamma inh	BRCA1 expr up	Rab9 promoter act	ELG1 genotox	NPC1 promoter act	Tb PFK inh	Gal4-VP16 FLuc	FLuc counter	TRPV1 agonist
O=C(NCCC(=O)N1CCCC(C(F)(F)F)C1)c1ccc(Br)cc1 (configuration not stated)	2.2%	-5.3%	-25.1%	2.1%	-0.8%	1.3%	6.9%	-16.1%	-3.8%	4.0%	7.1
O=C(CN1C(=O)c2cccc3cccc1c23)N1CCc2ccccc2C1	?	-9.2%	24.4%	-1.6%	-12.4%	-10.8%	-2.4%	-1.9%	2.6%	-2.9%	-0.6
CC(C)N(Cc1nc(-c2ccccc2)no1)C(=O)C1CCCCC1	-2.0%	-1.6%	33.7%	-9.5%	2.1%	-6.4%	-0.8%	-5.6%	3.0%	0.1%	9.0
Cn1c(SCc2ccccc2)nnc1-c1cnccn1	?	28.3%	2.3%	?	6.31µM*	19.9%	17.7%	5.3%	-4.9%	-17.8%	-4.0

From PubChem BioAssay
